# Compound activity deposited in PubChem BioAssay by Sanford-Burnham Center for Chemical Genomics.
# tim10-1 inh – tim10-1 yeast growth inhibition | S. cerevisiae tim10-1 ts strain growth, BacTiter-Glo, 24 h | inhibition, % at 20 µM | 330,000 tested, 2.2% active;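 active means inhibition of at least 40%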;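 further: mutant grown at 25 °C; 0% = DMSO wells with yeast and 100% = wells holding no yeast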
# mIAP block – blocks mouse intestinal alkaline phosphatase; purified mouse IAP, CDP-Star luminescence, 30 min; inhibition, % at 10 µM; 330,000 tested, 0.2% active; AID 2806;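 active means inhibition of at least 40% at 10 µM in the primary screen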;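 further: plate controls were DMSO with enzyme for no effect and no enzyme wells for full effect; values of inactives mirror those of a sister screen read the other way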
# hIAP block – human IAP inhibition; P09923; 330,000 tested, 0.12% active; AID 2544; inhibition, % at 10 µM; purified IAP, CDP-Star luminescence, 30 min;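 active means inhibition reaching a set limit with compound at 10 µM in the primary screen, cut at about 35% in these data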;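 further: plate controls were DMSO wells with enzyme for no effect and no-enzyme buffer wells for full effect; values of inactives mirror those of a sister screen read the other way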
# mIAP activ – increases mouse intestinal alkaline phosphatase activity; muIAP, CDP-Star luminescence, 30 min; hits give high values; 1 = vehicle-only enzyme signal, 0 = enzyme-free wells; activation factor at 10 µM; 330,000 tested, 0.24% active;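 active means activation factor of at least 2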; further: the source names both 10 and 20 µM as test concentration; values of inactives mirror those of a sister screen read the other way
#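 System: mouse IAP enzyme. Reagent: CDP-Star chemiluminescent phosphatase substrate. Benchmarks: DMSO wells, no-enzyme wells. Times: 30 min enzyme-substrate-compound incubation at room temperature. Detection: luminescence from enzymatic CDP-Star hydrolysis. Doses: test compounds delivered from DMSO solution.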
# APOBEC3A inh – human APOBEC3A DNA deaminase inhibition. recombinant A3A, FAM/TAMRA ssDNA deamination fluorescence. inhibition, % at 20 µM. 330,000 tested, 0.41% active;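 active means at least 40% inhibition at 20 µM here, with at most 30% in a related deaminase screen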;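 further: plate controls were A3A with DMSO for no effect and wells lacking A3A enzyme for full effect; some results filed as inactive read as strong as hits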
# Target sequence (P31941 whole entry, looked up): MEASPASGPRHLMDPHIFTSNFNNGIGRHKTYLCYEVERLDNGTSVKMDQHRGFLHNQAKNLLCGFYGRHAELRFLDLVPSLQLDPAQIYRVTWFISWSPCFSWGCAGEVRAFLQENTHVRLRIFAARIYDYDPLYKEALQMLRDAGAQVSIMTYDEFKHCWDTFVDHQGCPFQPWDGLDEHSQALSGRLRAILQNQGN
# A3G deaminase – inhibitors of human APOBEC3G DNA deaminase; 330,000 tested, 0.28% active; Q9HC16; recombinant A3G, ssDNA deamination FAM/TAMRA fluorescence; inhibition, % at 20 µM;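 active means inhibition of at least 40% at 20 µM, with no more than 30% in the related APOBEC3A deaminase screen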;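 further: plate controls were DMSO wells with A3G for no effect and wells lacking A3G enzyme for full effect; some compounds called inactive have numbers as strong as hits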
# Target sequence (Q9HC16 whole entry, looked up): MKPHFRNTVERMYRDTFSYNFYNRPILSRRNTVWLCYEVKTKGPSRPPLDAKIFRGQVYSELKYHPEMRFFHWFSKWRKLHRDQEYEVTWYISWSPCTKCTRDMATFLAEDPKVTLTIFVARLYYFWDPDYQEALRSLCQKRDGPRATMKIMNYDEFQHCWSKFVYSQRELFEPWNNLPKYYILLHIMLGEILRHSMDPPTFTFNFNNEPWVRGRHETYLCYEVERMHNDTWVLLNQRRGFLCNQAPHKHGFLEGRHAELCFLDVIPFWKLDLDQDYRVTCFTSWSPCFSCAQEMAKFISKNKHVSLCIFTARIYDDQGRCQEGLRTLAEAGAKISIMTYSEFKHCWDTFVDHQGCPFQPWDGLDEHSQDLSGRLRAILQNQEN
# TIM10 inh – inhibits growth of TIM10 yeast strain. S. cerevisiae TIM10 strain growth, BacTiter-Glo luminescence, 24 h. inhibition, % at 10 µM. 330,000 tested, 1.4% active. AID 463195;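 active means inhibition of 40% or more at the single tested concentration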;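 further: wild-type TIM10 isogenic control strain grown at permissive 25 °C; 0% = DMSO yeast wells and 100% = minimal medium wells without yeast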
# MIN6 prolif – MIN6 beta-cell proliferation induction. 330,000 tested, 0.29% active. proliferation, % at 10 µM. AID 2380. MIN6 cells proliferation, ATPlite luminescence, 48 h; cells starved in 0.2% serum; 100% = growth in 10% serum;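 active means compounds whose signal lies at least 3.5 SD above the mean of all wells on their plate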;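 further: 0% = DMSO-treated cells in low-serum medium and 100% = 10% serum control; some compounds called inactive have numbers as strong as hits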
# NALP3 yeast inh – blocks the NALP3 inflammasome reconstituted in yeast; Yeast reconstituted NLRP3/ASC/caspase-1, beta-gal luminescence, 24 h; 330,000 tested, 0.39% active; inhibition, % at 10 µM;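 active means inhibition of 50% or more; inactive means inhibition below 50%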;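 further: plate controls were induced DMSO wells for no effect and uninduced yeast grown without galactose for full effect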
# An asterisk follows results filed as active.
# Start of the data: the first 7 entries, ahead of the listing:
Structure	tim10-1 inh	mIAP block	hIAP block	mIAP activ	APOBEC3A inh	A3G deaminase	TIM10 inh	MIN6 prolif	NALP3 yeast inh
Cn1c(=O)c(=O)n(C)c2cc(S(=O)(=O)N3CCN(Cc4ccccc4)CC3)ccc21	19	8	-3	0.92	0	-3	2	-2	-11
O=C(Cc1ccccc1)NC1CCN(Cc2ccccc2)CC1	-3	0	-7	1	-3	-7	-13	-1	25
CC1(C)NC(=O)NC2(C)NC(=O)NC(C)(C)C12 (stereo not given)	0	-4	0	1	-4	-9	1	-2	-7
Cc1ccc(SCC(=O)OC(C)C(=O)NCc2ccccc2)cc1 (stereo not given)	22	0	-13	1	-2	0	-2	2	11
CCN(CC)S(=O)(=O)c1ccc(C(=O)Nc2nnc(CSC)o2)cc1	10	4	11	0.96	-4	-6	-9	-3	-8
COc1cccc(NC(=O)CCNS(=O)(=O)c2ccc3c(c2)oc(=O)n3C)c1	-7	-8	-10	1.1	-2	-5	0	0	0
O=C1CN(C(=O)CNC(=O)c2cccc(Cl)c2)c2ccccc2N1	7	6	7	0.94	0	-10	16	-2	-3

# This part in full, from the start:
Structure	tim10-1 inh	mIAP block	hIAP block	mIAP activ	APOBEC3A inh	A3G deaminase	TIM10 inh	MIN6 prolif	NALP3 yeast inh
Cn1c(=O)c(=O)n(C)c2cc(S(=O)(=O)N3CCN(Cc4ccccc4)CC3)ccc21	19	8	-3	0.92	0	-3	2	-2	-11
O=C(Cc1ccccc1)NC1CCN(Cc2ccccc2)CC1	-3	0	-7	1	-3	-7	-13	-1	25
CC1(C)NC(=O)NC2(C)NC(=O)NC(C)(C)C12 (stereo not given)	0	-4	0	1	-4	-9	1	-2	-7
Cc1ccc(SCC(=O)OC(C)C(=O)NCc2ccccc2)cc1 (stereo not given)	22	0	-13	1	-2	0	-2	2	11
CCN(CC)S(=O)(=O)c1ccc(C(=O)Nc2nnc(CSC)o2)cc1	10	4	11	0.96	-4	-6	-9	-3	-8
COc1cccc(NC(=O)CCNS(=O)(=O)c2ccc3c(c2)oc(=O)n3C)c1	-7	-8	-10	1.1	-2	-5	0	0	0
O=C1CN(C(=O)CNC(=O)c2cccc(Cl)c2)c2ccccc2N1	7	6	7	0.94	0	-10	16	-2	-3
N#Cc1ccccc1OCC(=O)N(Cc1nnc(-c2ccccc2Cl)o1)C1CC1	20	-2	2	1	0	-5	10	2	-7
CCc1ccccc1NC(=S)N(CCN1CCOCC1)Cc1ccccc1F	29	5	-12	0.95	3	-1	9	-4	7
Cc1noc(C)c1CSCC(=O)Nc1nc2ccccc2s1	2	3	10	0.97	4	-5	-4	-5	16
CC(C)=C1C2CCC1C1C(=O)N(NC(=O)COc3ccc(C(C)(C)C)cc3)C(=O)C21 (stereo not given)	28	7	14	0.93	1	-6	31	-1	9
CC(C)(CN1CCc2ccccc2C1)NS(=O)(=O)c1ccc(Cl)cc1	-151	-1	-5	1	-9	-5	-166	-3	12
CCCCNC(=O)Cn1nc([N+](=O)[O-])c([N+](=O)[O-])c1C	-12	6	0	0.94	0	-4	5	0	1
COc1ccc(CCNC(=O)COC(=O)C23CC4CC(CC(Br)(C4)C2)C3)cc1	26	-10	2	1.1	10	-12	26	-1	-2
Cc1cccc(OCC(=O)OCC(=O)N2CCN(C(=O)c3ccco3)CC2)c1C	0	-1	-9	1	5	-5	5	0	11
CC1CCCCC12NC(=O)N(CC(=O)OCC(=O)N(C)C1CCCCC1)C2=O (stereo not given)	-11	0	-2	1	4	-3	8	-1	10
Cc1cc(C)c(C#N)c(SCC(=O)CC(=O)OC(C)C)n1	18	-6	-10	1.1	-4	-6	13	-3	13
O=S(=O)(Nc1cccc(S(=O)(=O)N2CCCC2)c1)c1cccs1	8	-1	-1	1	-1	2	1	-3	6
Cc1cc(C)n(C(C)CC(=O)Nc2ccc3c(c2)OCCO3)n1 (stereo not given)	5	-8	-20	1.1	-2	-7	5	3	-2
COc1ccccc1/C=N/NC(=O)CC(=O)NCc1ccccc1	-4	3	-12	0.97	0	-3	9	-1	10
O=C(Cn1c2[n+](c3ccc(C(F)(F)F)cc31)CCCCC2)Nc1ccc(Br)cc1	20	-4	0	1	47*	13	3	-3	6
CCOc1ccc(N2C(=O)CC(N(CCc3ccc(OC)c(OC)c3)C(=O)/C=C/C(=O)O)C2=O)cc1 (stereo not given)	4	-4	-9	1	2	-4	-11	-3	10
O=C(CN1CCN(Cc2ccc(Cl)cc2)CC1)N/N=C/c1cccc(F)c1	6	2	-4	0.98	-1	-9	-13	-2	21
CC(=O)NC(=S)Nc1ccccc1C(=O)NC1CCCCC1	10	-4	-1	1	-1	-5	-6	0	5
COCc1nnc(NC(=O)C2CC(=O)N(CCc3ccc(F)cc3)C2)s1 (stereo not given)	9	-3	-6	1	-3	-12	-14	-1	6

# Profiles, looked up by structure. Order of screens: tim10-1 inh, mIAP block, hIAP block, mIAP activ, APOBEC3A inh, A3G deaminase, TIM10 inh, MIN6 prolif, NALP3 yeast inh
# `CC1CCCCC12NC(=O)N(CC(=O)OCC(=O)N(C)C1CCCCC1)C2=O` (stereo not given) as listed: -11, 0, -2, 1, 4, -3, 8, -1, 10
# `CCCCNC(=O)Cn1nc([N+](=O)[O-])c([N+](=O)[O-])c1C` as listed: -12, 6, 0, 0.94, 0, -4, 5, 0, 1

# An excerpt from above in order of molecular weight, ascending.
Structure	tim10-1 inh	mIAP block	hIAP block	mIAP activ	APOBEC3A inh	A3G deaminase	TIM10 inh	MIN6 prolif	NALP3 yeast inh
O=C(Cc1ccccc1)NC1CCN(Cc2ccccc2)CC1	-3	0	-7	1	-3	-7	-13	-1	25
O=S(=O)(Nc1cccc(S(=O)(=O)N2CCCC2)c1)c1cccs1	8	-1	-1	1	-1	2	1	-3	6
Cn1c(=O)c(=O)n(C)c2cc(S(=O)(=O)N3CCN(Cc4ccccc4)CC3)ccc21	19	8	-3	0.92	0	-3	2	-2	-11

# Next section:
Structure	tim10-1 inh	mIAP block	hIAP block	mIAP activ	APOBEC3A inh	A3G deaminase	TIM10 inh	MIN6 prolif	NALP3 yeast inh
Cc1nc2sc3c(c2c(=O)n1/N=C/c1ccco1)CCCC3	18	6	9	0.94	-2	-5	15	1	-2
O=c1[nH]c(NC2CCN(S(=O)(=O)c3ccccc3C(F)(F)F)CC2)nc2c1CCCC2	-4	3	-2	0.97	-4	-10	4	-1	21
Clc1ccc(-c2nnc3sc(Cc4cccs4)nn23)c(Cl)c1	38	7	4	0.93	0	-2	-3	-2	3
O=C(CSc1nnc(-c2cccnc2)n1Cc1ccco1)Nc1cccc(O)c1	-6	-4	7	1	-3	-10	3	0	0
CCN1CCN(c2oc(COc3ccc(Cl)cc3)nc2C#N)CC1	20	-9	15	1.1	-1	-8	1	-2	6
c1ccc(-n2cccc2)c(N2CCCCC2)c1	1	0	3	1	-2	0	11	-3	4
COc1ccc(NS(=O)(=O)c2ccc3c(c2)CCC(=O)N3)cc1O	23	-10	-18	1.1	-1	2	4	2	19
CC(=O)c1cc(-c2ccccc2)[nH]c1N1CCCC1	24	-1	5	1	-3	-5	6	-1	3
O=C(COC(=O)CNS(=O)(=O)c1ccc(F)c(F)c1F)Nc1ccc(OC(F)F)cc1	9	-2	15	1	5	0	-12	0	8
Cc1csc(NC(=O)CCCC(=O)c2ccccc2)n1	-3	-2	16	1	1	-3	-11	-1	16
CCOc1ccc(C(C)NC(=O)c2cccc(F)c2)cc1 (stereo not given)	13	0	6	1	-4	-10	-4	-4	22
O=C(NCCc1ccccc1)C1CCN(S(=O)(=O)N2CCCC2)CC1	-3	-5	-5	1.1	3	-1	1	1	17
O=C(O)/C(=C\c1ccc(C(F)(F)F)cc1)c1ccc(S(=O)(=O)N2CCCC2)s1	16	7	1	0.93	-2	-7	2	2	10
O=C(NCCS(=O)(=O)N1CCN(c2ccccc2)CC1)C1CCCC1	9	-2	-6	1	2	3	-4	0	17
CC(C)CCN1CC(C(=O)N2CCN(c3ccc(F)cc3)CC2)CC1=O (stereo not given)	12	-8	-23	1.1	3	3	-5	-3	-1
CCC(=O)N1CCc2cc(Br)cc(S(=O)(=O)CCC(=O)N(CC)CC)c21	5	0	-8	1	-3	-5	6	6	2
CCOc1cccc(C(=O)NNC(=O)CCC(=O)O)c1	12	7	5	0.93	-1	-3	-1	-1	6
O=C(COC(=O)C1CC2CCCC(C1)C2=O)NC(=O)c1ccccc1 (stereo not given)	-5	5	-1	0.95	0	-6	0	-2	8
N/C(=N\OC(=O)c1cccc(Cl)c1)c1cccnc1	16	3	6	0.97	-3	-4	21	-3	-13
O=C(O)c1ccccc1SCC(=O)N1CCOCC1	2	6	3	0.94	-2	-3	6	-1	9
COc1ccc(C(=O)Nc2ccccc2N2CCN(C(=O)c3ccccc3)CC2)cc1Br	26	8	1	0.93	-4	-4	9	-1	18
CCCSc1nc(O)c(C2OC(=O)c3c2ccc(OC)c3OC)c(=O)n1C (stereo not given)	3	0	3	1	3	0	-6	-2	-6
COc1ccc(C(CNC(=O)c2cc3ccccc3cc2OC)N2CCCC2)cc1 (stereo not given)	23	6	2	0.94	0	-2	14	-5	8
COc1ccc2c(c1OC)C(=O)N1N=C(c3ccc(-c4ccccc4)cc3)CC21 (stereo not given)	7	-1	-12	1	-4	-4	11	-1	9
CCCCCn1c(=O)c(-c2nc3ccccc3c(=O)[nH]2)c(O)c2ccccc21	8	4	6	0.96	-2	-9	2	2	14

# Further entries.
Structure	tim10-1 inh	mIAP block	hIAP block	mIAP activ	APOBEC3A inh	A3G deaminase	TIM10 inh	MIN6 prolif	NALP3 yeast inh
COc1cccc(OC)c1OCCOc1ccc(C(=O)c2ccccc2)cc1	5	-4	2	1	1	-5	-18	-2	8
O=C(C1COc2ccccc2O1)N1CCN(S(=O)(=O)c2ccccc2)CC1 (stereo not given)	3	-4	-2	1	-3	-8	-18	-1	0
CC(C)NC(=O)c1ccc2c(c1)S(=O)(=O)c1ccccc1C2=O	5	-2	-8	1	-1	3	-4	-4	12
CC(C)NS(=O)(=O)c1ccc(Br)c(C(=O)OC(C)C(=O)NC2CCCCC2C)c1 (stereo not given)	5	3	4	0.97	3	-6	11	-3	10
O=C(O)CC(NC(=O)C(c1ccccc1)c1ccccc1)c1ccco1 (stereo not given)	-1	-10	-6	1.1	-3	-5	-8	-3	9
CC(=O)Oc1ccc2c(c1)C(=O)c1ccccc1C2=O	52*	2	-4	0.97	0	-3	22	-2	15
O=C(NCc1ccccc1)C(c1ccc(F)cc1)N(Cc1ccc2c(c1)OCO2)C(=O)Cn1nnc(-c2cccs2)n1 (stereo not given)	-2	-37	-1	1.4	1	-1	2	-4	3
Oc1c(C(c2cccs2)N2CCC3(CC2)OCCO3)sc2ncnn12 (stereo not given)	7	1	6	0.99	0	0	4	0	1
CCn1c(CC(=O)Nc2ccc(Cl)c(Cl)c2)nnc1SCc1ccc(C)cc1	12	-21	-18	1.2	-5	-2	0	-1	-1
O=C(NC1CCN(C(=S)NCCc2ccccc2)CC1)C1CC1	-2	2	-5	0.98	-7	-10	7	1	17
CCc1cccc(NC(=O)CN(C)S(=O)(=O)c2cnc[nH]2)c1	9	3	-11	0.97	-2	-1	-3	-1	11
